# Compound activity (PubChem BioAssay)
# APJ antagonist: antagonists of human APJ apelin receptor. P35414. CHO-K1 APJ beta-arrestin complementation, luminescence. inhibition, % at 20 µM. 330,000 compounds, 0.32% hits;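 active means inhibition above about 40% at 20 µM, limit read from the data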;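 further: cells challenged with 10 nM apelin-13 agonist together with compound; plate controls were apelin-13 plus DMSO wells for no effect and DMSO wells lacking apelin-13 for full effect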
# APJ ag: agonists of human APJ apelin receptor. P35414. CHO-K1 APJ PathHunter beta-arrestin, luminescence; 0% DMSO wells, 100% apelin. activation, % at 20 µM. 330,000 compounds, 0.11% hits. AID 2520;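 active means activation more than six SD over the plate average, tested at 20 µM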;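 further: 0% = DMSO alone and 100% = apelin-13 at 10 nM; some results filed as inactive read as strong as hits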
#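 Incubation: overnight seeding, 90 min compound at 25 °C, 1 h detection; test system: PathHunter CHO-K1 APJ (AGTRL-1) beta-arrestin reporter cells; amount: 1000 cells/well; doses: one dose, 20 µM compound, 1% DMSO; measured by: beta-gal luminescence; measure: agonist-driven arrestin binding to APJ; benchmarks: negative DMSO alone, positive Apelin-13 at 10 nM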
# Jurkat NFkB inh: lowers PMA/ionomycin-induced NF-kB signal in Jurkat cells; PMA/ionomycin-induced NF-kB luciferase reporter, luminescence; inhibition, % at 4 µM; 330,000 compounds, 0.53% hits; AID 435003; in the data active means inhibition above about 50%
# Mdm2 MdmX PPI: inhibitors of human Mdm2/MdmX interaction; SaOS-2 split-luciferase Mdm2/MdmX complementation, luminescence; AID 485346; O15151+Q00987; 330,000 compounds, 3% hits; inhibition, % at 8 µM;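 active means inhibition of at least 50% at 8 µM in the primary screen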
# Target sequence (O15151 whole entry, looked up): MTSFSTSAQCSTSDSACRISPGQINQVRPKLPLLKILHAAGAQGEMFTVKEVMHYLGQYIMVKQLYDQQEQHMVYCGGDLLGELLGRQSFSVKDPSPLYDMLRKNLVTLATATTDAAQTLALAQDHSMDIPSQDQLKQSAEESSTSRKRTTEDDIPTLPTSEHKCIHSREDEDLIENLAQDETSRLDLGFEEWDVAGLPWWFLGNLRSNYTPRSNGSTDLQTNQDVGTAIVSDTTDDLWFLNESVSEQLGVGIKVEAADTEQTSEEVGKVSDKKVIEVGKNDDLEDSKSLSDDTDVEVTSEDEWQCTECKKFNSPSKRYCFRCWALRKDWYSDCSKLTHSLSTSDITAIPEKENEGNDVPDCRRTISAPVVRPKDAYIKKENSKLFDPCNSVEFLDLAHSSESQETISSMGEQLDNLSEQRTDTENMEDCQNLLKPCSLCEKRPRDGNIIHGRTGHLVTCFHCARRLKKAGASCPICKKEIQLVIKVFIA
# Target sequence (Q00987 whole entry, looked up): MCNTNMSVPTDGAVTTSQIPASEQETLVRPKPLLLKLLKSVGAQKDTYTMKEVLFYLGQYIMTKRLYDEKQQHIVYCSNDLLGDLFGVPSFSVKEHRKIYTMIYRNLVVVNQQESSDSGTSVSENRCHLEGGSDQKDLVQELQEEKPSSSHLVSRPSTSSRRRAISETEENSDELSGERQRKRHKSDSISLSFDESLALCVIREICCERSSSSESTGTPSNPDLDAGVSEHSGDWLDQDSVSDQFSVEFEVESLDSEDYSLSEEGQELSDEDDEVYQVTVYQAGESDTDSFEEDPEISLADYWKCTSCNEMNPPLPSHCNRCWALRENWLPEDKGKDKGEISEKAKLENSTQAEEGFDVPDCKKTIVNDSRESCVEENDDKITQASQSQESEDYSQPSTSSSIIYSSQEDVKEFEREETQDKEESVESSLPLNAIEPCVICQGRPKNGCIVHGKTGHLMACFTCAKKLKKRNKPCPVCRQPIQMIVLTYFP
# UPR CHOP act: apoptotic UPR (CHOP) activation; CHO-CHOP luciferase reporter, luminescence; percent of tunicamycin response over DMSO baseline; activation, % at 10 µM; 330,000 compounds, 0.34% hits;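 active means at 10 µM dose, activation of 40% or more, normalized to positive control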;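 further: 100% = tunicamycin at 10 µg/mL and 0% = DMSO alone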
#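 Evaluation: % reporter activation, DMSO baseline versus tunicamycin full activation; System: CHO-CHOP luciferase reporter cell line; Input: 500 cells/well; Incubation: 6 h compound treatment, 37 °C; Measured by: Steady-Glo luciferase luminescence; Dosing: one dose, 10 µM in 0.5% DMSO; Buffer or medium: F12 medium, 10% FBS; Benchmarks: positive tunicamycin 10 µg/mL, negative DMSO alone.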
# XBP1 UPR activ: adaptive UPR (XBP1) activation; activation, % at 20 µM; CHO-XBP1 luciferase reporter, IRE1-XBP1 UPR activation, luminescence; percent of tunicamycin response, DMSO as zero; 330,000 compounds, 0.33% hits;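 active means versus positive control, 20 µM dose yields 30% or more activation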;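 further: 100% = tunicamycin at 10 µg/mL and 0% = DMSO only wells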
#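 Signal: luciferase luminescence; Assay system: CHO-XBP1 luciferase reporter cells; Amount: one thousand reporter cells per well; Dosing: 20 µM single concentration, DMSO 1%; Benchmarks: high control tunicamycin 10 µg/mL final, low control DMSO vehicle only; Schedule: 6 h compound exposure at 37 °C, 5% CO2; Evaluation: percent activation relative to tunicamycin reference.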
# tim23-1 inh: growth inhibitors of tim23-1 mutant yeast; S. cerevisiae tim23-1 growth, BacTiter-Glo luminescence, 24 h; inhibition, % at 20 µM; 330,000 compounds, 1.3% hits; AID 463212;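 active means growth inhibition of the mutant yeast at or above 50%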;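 further: temperature-sensitive mutant grown at 25 °C; plate controls were DMSO-treated mutant yeast for no effect and medium wells lacking yeast for full effect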
# 697 NFkB inh: lowers PMA/ionomycin-induced NF-kB signal in 697 B cells; 697 B-cell NF-kB luciferase reporter, 16 h; inhibition, % at 4 µM; 330,000 compounds, 0.33% hits; AID 435022; in the data active means inhibition above about 35%
# An asterisk follows results filed as active.
No.	Structure	697 NFkB inh	APJ ag	tim23-1 inh	UPR CHOP act	XBP1 UPR activ	Jurkat NFkB inh	APJ antagonist	Mdm2 MdmX PPI
1	COCCn1c(SCC(=O)Nc2cc(C)on2)nnc1-c1ccco1	-13	7	-4	-1.2	1	4	7	-21
2	Cc1ccc(S(=O)(=O)n2cc(-c3ccccc3)c3ccccc32)cc1	-28	-4	8	-0.9	4	47	14	63*
3	O=C(CC1SC(N2CCCC2)=NC1=O)Nc1ccc(C(=O)NCCc2ccc(F)cc2)cc1 (stereo not given)	-33	1	-4	0.9	0	4	8	34
4	Cc1[nH]nc(SCC(=O)N2CCC(C)CC2)c1[N+](=O)[O-]	8	0	5	3.2	0	-10	10	8
5	COCCn1c(SCC(=O)N2CCC(C)CC2)nc2c([nH]c3ccccc32)c1=O	-21	1	19	-0.9	1	14	3	9
6	CN1CCN(C(=O)C2C3C=CC(C3)C2C(=O)O)CC1 (stereo not given)	3	-2	8	1.1	-1	2	19	16
7	O=C1COc2ccc(C(=O)COc3ccc([N+](=O)[O-])cc3)cc2N1	1	-3	-6	0.6	2	-1	-12	-9
8	COc1ccc(-c2c(NC(=O)CC(C)C)n(C)c3ccccc3c2=O)cc1OC	8	0	14	0.3	0	-4	-9	-13
9	COC(=O)c1ccc(NCN2C(=O)C3C4CCC(C4)C3C2=O)cc1 (stereo not given)	6	-1	21	1.3	4	15	16	6
10	Cc1ccc(S(=O)(=O)NCCC(=O)Nc2ccc(C)cc2C(=O)c2ccccc2)cc1	-8	3	33	4.3	0	-9	-5	26
11	COc1ccc(Nc2oc(-c3cccs3)nc2C#N)cc1	-105	4	35	4.2	11	-84	-11	-37
12	O=[N+]([O-])/C(=C\Nc1ccc(F)cc1F)S(=O)(=O)c1ccccc1	-30	-1	21	-0.1	-2	-4	-15	-11
13	O=C(c1ccccc1/S(=N/S(=O)(=O)c1ccccc1)N1CCOCC1)N1CCOCC1 (stereo not given)	-2	-4	3	2.4	3	-3	2	2
14	Cc1cccc(C(=O)NCC(=O)N2CCCCCCC2)c1	2	-3	15	2.2	0	-12	17	3
15	CC(=O)Nc1ccc(S(=O)(=O)NCc2nnnn2-c2ccc(F)cc2)cc1	-6	-4	-6	-0.7	-1	-8	2	22
16	COc1ccc(C(=O)NCC(C)(C)N2CCOCC2)cc1S(=O)(=O)N1CCCC1	2	-4	-9	-0.9	-2	-4	23	4
17	O=C1CCc2cc(NS(=O)(=O)c3ccc([N+](=O)[O-])cc3)cc3c2N1CCC3	19	6	-21	-1.4	-4	-7	-53	5
18	O=C(CSc1cn[nH]n1)Nc1cccc(C(=O)O)c1	7	1	2	1.0	-7	-2	-5	-14
19	COc1ccc(Nc2nc(N)nc(CSC(=S)N3CCOCC3)n2)cc1	-42	1	13	6.0	3	-29	-8	-9
20	Cn1c(SCc2nc3ccccc3c(=O)[nH]2)nc2ccccc21	-1	-3	16	1.0	3	15	8	-2
21	Cc1ccc(-c2cn(CCN)c(-c3ccncc3)n2)cc1	3	6	-1	0.6	-3	11	0	-10
22	O=[N+]([O-])c1ccc(OCCCCCN2CCOCC2)cc1	20	-3	1	2.7	-5	14	14	19
23	COc1ccc(-c2noc(CN3C(=O)c4ccccc4C3=O)n2)cc1	11	-3	22	0.1	0	-3	-5	-23
24	Cc1cccc(NC(=O)CN2C(=O)CNC2=O)c1	4	-5	-200	-4.2	-2	-1	-6	30
25	Cc1sc(NC(=O)C2CSC3(C)CCC(=O)N23)nc1-c1ccc(F)cc1 (stereo not given)	-18	4	5	2.7	-5	-24	6	24
26	Cc1ccc(Cn2ccc(NC(=O)c3cc(-c4ccco4)on3)n2)cc1	5	-4	7	0.8	-3	3	28	12
27	Cc1ccc2c(Cl)c(C(=O)NCc3cccnc3)sc2c1	-10	1	28	3.2	1	0	11	-8
28	CN(CC(=O)Nc1ccc(F)cc1)c1ccc(S(=O)(=O)N2CCCCC2)cc1[N+](=O)[O-]	12	-4	25	0.8	-2	5	-12	22
29	COc1ccc(CCNC(=O)COC(=O)c2cc(S(=O)(=O)NCc3ccccc3)ccc2O)cc1OC	15	-4	9	-0.2	-2	6	-15	-4
30	O=C(Nc1ccc2c(c1)OCO2)C1CC(=O)N(CCc2ccccc2)C1 (stereo not given)	9	2	27	0.2	0	-9	0	-12
31	CCC(C)NS(=O)(=O)c1ccc(S(=O)(=O)N2CCCC3(CCCCC3)C2)cc1 (stereo not given)	-11	0	20	4.5	-2	33	9	43
32	Cc1ccc(NS(=O)(=O)c2cc([N+](=O)[O-])ccc2NNC(=S)Nc2cc(C)ccc2C)c(C)c1	-8	-8	19	5.1	0	11	53*	94*
33	CC(=O)Nc1ccc(S(=O)(=O)NCC(=O)OCC(=O)N2CCN(c3ccccc3)CC2)cc1	10	-1	12	5.3	1	-2	-4	-29
34	O=C(c1ccco1)N1CCN(c2nc3ccccc3n3nnnc23)CC1	-58	2	40	3.8	-1	-27	-9	-26
35	CCOc1cc(-c2cc(-c3ccc(N)cc3)nc(N)c2C#N)ccc1O	26	0	50*	2.3	11	-11	-17	51*
36	Cc1cc(C)n2nc(SCC(=O)Nc3ccc(F)cc3[N+](=O)[O-])nc2n1	-21	2	13	-1.4	3	2	-23	9
37	Cc1cc(NC(=O)COC(=O)c2oc3c(ccc4ccccc43)c2C)no1	15	0	11	-1.0	1	-20	-4	59*
38	O=c1c2c(nc3cc(-c4ccccc4)[nH]n13)CCS2	-112	-3	3	3.8	-7	-90	5	-66
39	O=C(CSc1nnc(CNC(=O)c2ccccc2)o1)NCC1CCCO1 (stereo not given)	14	-7	3	-0.2	-2	7	8	14
40	CC(=O)Nc1ccc(SCC(=O)O)cc1	6	-1	11	-0.5	0	-13	-5	-10
41	O=C(OCC#CCSc1nnc(-c2cccc3ccccc23)o1)c1ccc(F)cc1	16	0	15	2.2	-2	22	1	4
42	COCCN(CC(=O)Nc1cccc(C)c1)S(=O)(=O)c1ccc(S(=O)(=O)N2CCCC2)cc1	3	0	9	-0.3	-1	15	18	-5
43	COc1ccc(OCCCc2c(C)n[nH]c2C)cc1	-12	-3	6	-1.8	-3	0	2	11
44	CCCc1cc(=O)oc2cc(OCC(=O)NCCCn3ccnc3)c(Cl)cc12	0	3	4	2.5	-2	-7	-15	9
45	CC(C)n1c(O)c(N=NC(=O)Cn2ccc(C(F)(F)F)n2)c2ccccc21	3	-3	8	0.2	0	14	13	25
46	O=C(/C=C/c1cccc(Cl)c1)Nc1ccncc1	7	4	-17	1.5	4	-4	-13	9
47	CCOC(=O)c1c(-c2ccc(-c3ccccc3)cc2)csc1NC(=O)CCC(=O)O	11	-1	11	0.7	-1	12	14	9
48	CCC(C#CCN1CCCCC1)(CC)OCCC#N	3	-1	6	0.7	4	-6	16	8
49	Cc1cc(C(F)F)n2nc(C(=O)Nc3ccc(S(=O)(=O)N4CCCCCC4)cc3)nc2n1	-1	-1	21	0.1	-3	8	-4	1
50	COc1ccc(CCNC(=O)CSc2nnc(Cc3csc(N)n3)n2C)cc1OC	13	-1	-9	-2.1	1	0	20	26
51	CCc1nc2ccc(C(=O)N3CCN(c4cccc(Cl)c4)CC3)cc2nc1CC	1	-5	47	1.3	-2	7	16	21
52	O=C(CSc1nnnn1-c1ccc(C(=O)O)cc1)NC1CC1	20	-2	-9	-1.5	-3	3	-3	14
53	CC(CCc1ccccc1)NC(=O)Cc1ccc([N+](=O)[O-])cc1 (stereo not given)	4	-2	8	3.5	-2	13	-16	12
54	O=C(NNC(=O)c1ccc([N+](=O)[O-])cc1)c1ccc(F)cc1	-1	2	6	2.1	0	-13	-12	19
55	O=C(NC(=O)N1CCN(c2ccccc2F)CC1)c1ccccc1	-9	2	10	-1.1	-3	-10	-16	9
56	CCCS(=O)(=O)N1CCN(C(=O)COc2ccc(OC)cc2)CC1	9	-2	15	1.5	0	-9	-25	-2
57	C=CCOc1ccc(C=NNc2ccc(S(=O)(=O)Nc3ccccc3C(=O)O)cc2[N+](=O)[O-])cc1OC	7	-2	13	1.5	-3	-15	11	-2
58	COc1ccc(/C(C#N)=C/c2c(-c3ccc(Cl)cc3)nc3c(C)cccn23)cc1	-10	-1	38	-1.7	4	-7	-3	47
59	COc1ccc(Cl)cc1NC(=O)CCc1nnc2ccc(N3CCN(C)CC3)nn12	-26	-2	-5	-1.7	2	0	-2	9
60	Cc1nc(NCc2ccccc2)c2cc[nH]c2n1	16	-4	1	0.5	1	3	-3	13

# Structural class, those above with a thiophene ring, fused or not
No.	Structure	697 NFkB inh	APJ ag	tim23-1 inh	UPR CHOP act	XBP1 UPR activ	Jurkat NFkB inh	APJ antagonist	Mdm2 MdmX PPI
11	COc1ccc(Nc2oc(-c3cccs3)nc2C#N)cc1	-105	4	35	4.2	11	-84	-11	-37
27	Cc1ccc2c(Cl)c(C(=O)NCc3cccnc3)sc2c1	-10	1	28	3.2	1	0	11	-8
47	CCOC(=O)c1c(-c2ccc(-c3ccccc3)cc2)csc1NC(=O)CCC(=O)O	11	-1	11	0.7	-1	12	14	9

# Other entries:
No.	Structure	697 NFkB inh	APJ ag	tim23-1 inh	UPR CHOP act	XBP1 UPR activ	Jurkat NFkB inh	APJ antagonist	Mdm2 MdmX PPI
61	Cc1ccc(NC(=S)NC(=O)c2ccc(-c3ccccc3)cc2)cc1	6	-5	15	1.4	-1	-5	13	13
62	Cc1ccc(S(=O)(=O)N2CCC(C(=O)Nc3nnc(-c4ccc(F)cc4)s3)CC2)cc1	-2	1	7	6.4	5	-7	-23	5
63	CN(CC(=O)Nc1cccc2ccccc12)c1ccc(S(=O)(=O)N2CCOCC2)cn1	-11	1	-2	2.5	-1	-20	-4	-18
64	CCCCc1cc(C)c(S(=O)(=O)c2ccccc2C)c(=O)[nH]1	-2	-4	-1	-0.8	-7	0	8	19
65	CN1CCN(S(=O)(=O)c2cc([N+](=O)[O-])ccc2Cl)CC1	20	0	-10	-1.2	-5	15	-23	18
66	COc1cc(C)ccc1OCCOc1cc(C)ccc1Cl	-7	0	10	-10	3	-19	-3	-3
67	Cc1ccc(C(=O)NNC(=O)C(C)Oc2ccccc2F)cc1S(=O)(=O)N1CCOCC1 (stereo not given)	-16	-7	-7	0.4	-4	-8	7	-9
68	Cc1cc(C)cc(NC(=O)/C(C#N)=C/c2cn(CC(=O)NCc3ccco3)c3ccccc23)c1	41*	2	7	276*	152*	2	11	95*
69	CC(=O)C1=C(O)C(=O)N(c2cc(C(C)(C)C)on2)C1c1ccc(Br)cc1 (stereo not given)	-11	-4	6	0.8	0	-9	3	9
70	COc1ccc(-n2c(SCc3cn4c(C)cccc4n3)nc3ccccc3c2=O)cc1OC	-4	-3	22	-1.5	27	1	2	15
71	CCC(C)c1ccccc1OCC(=O)NN1C(=O)c2ccccc2C1=O (stereo not given)	3	-4	34	1.9	-1	-6	-13	3
72	COc1cc(/C=C/C(=O)OCC(=O)NC(=O)NCc2ccco2)ccc1OC(F)F	-11	0	18	1.1	-2	-1	3	16
73	c1ccc(-c2ncc(-c3ccn[nH]3)s2)cc1	-124	1	56*	3.9	-1	-77	-1	-136
74	O=C(CN1CCN(S(=O)(=O)c2ccc(Br)cc2)CC1)Nc1ccc(F)cc1F	1	-3	19	0.7	-2	0	15	-6
